Screens from PubChem.
AmpC detergent: inhibitors of E. coli AmpC beta-lactamase with detergent. P00811. AmpC hydrolysis of nitrocefin, absorbance 480 nm, 0.01% Triton. Potency, µM (top dose mostly 114 µM), inactives show top-dose activity change, negative = inhibition, most hits filed as inhibitors. 370,000 tested, 0.041% active. AID 485294;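 note: potency is the fitted concentration of half-maximal effect; 0% = no-compound wells and -100% = no-enzyme wells; nearly all actives have a fitted effect of over 25% in size; some results filed as inactive show a strong effect at the top dose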
Target sequence (P00811 whole entry, looked up): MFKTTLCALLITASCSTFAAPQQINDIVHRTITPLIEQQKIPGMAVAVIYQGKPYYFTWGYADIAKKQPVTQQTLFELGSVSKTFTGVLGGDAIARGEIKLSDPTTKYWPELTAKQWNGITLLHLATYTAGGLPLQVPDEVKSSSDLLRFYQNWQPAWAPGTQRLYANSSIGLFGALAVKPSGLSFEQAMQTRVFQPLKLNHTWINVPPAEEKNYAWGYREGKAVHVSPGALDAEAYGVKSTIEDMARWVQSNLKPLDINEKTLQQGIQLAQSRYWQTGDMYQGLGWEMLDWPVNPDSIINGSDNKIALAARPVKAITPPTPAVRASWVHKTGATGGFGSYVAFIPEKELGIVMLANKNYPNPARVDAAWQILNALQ
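20 mM phosphate pH 7.0 + 0.01% (detergent screen) or 0.0001% Triton X-100; 5.3 nM AmpC reagent; cpd preinc 15 min RT; nitrocefin (800 uM stock) to start; A480 q20 s × 4 min; Activity was normalised to no-enzyme and no-compound control wells.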
HCV inh: HCV inhibition; AID 651820; Huh7.5.1 HCVcc-Cre infection, luciferase reporter, 44 h; 340,000 tested, 3.4% active; Potency, µM (top dose mostly 41.8 µM), for the others: at the highest dose activity change, negative = inhibition, actives largely listed as inhibitors; note: potency is the fitted concentration of half-maximal effect
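Reporter virus HCVcc-Cre (~0.5 moi) infects cells exposed to compound; seeding density 1,000 cells/well with 4 h settling beforehand. Luminescence, 15 sec read, taken 44 h post-infection following a 15 min RT substrate incubation.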
AMA1-RON2 inh: disrupts binding of P. falciparum AMA1 to RON2; Potency, µM (doses to about 58.2 µM), without a hit: top-dose activity change, negative = inhibition, actives largely listed as inhibitors; 360,000 tested, 0.2% active; AlphaScreen AMA1-biotinylated RON2 peptide binding;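 note: potency is the fitted concentration of half-maximal effect; 0% = vehicle wells and -100% = peptide control; nearly all actives have a fitted effect of over 45% in size; some results filed as inactive show a strong effect at the top dose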
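AMA1 (3D7) with his tag at 25 nM final met compounds first, then biotinylated RON2 peptide at 25 nM; detection used donor plus acceptor beads, 10 µg/mL apiece, read by AlphaScreen after 30 min at room temperature.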
Sm TGR inh: S. mansoni TGR enzyme inhibition; 360,000 tested, 3% active; Potency, µM (titrated, usually from 114 µM), without a hit: at the highest dose activity change, negative = inhibition, usual class: inhibitors; AID 485364; Q962Y6; purified TGR, DTNB reduction, TNB absorbance 405 nm; note: potency is the fitted concentration of half-maximal effect; nearly all actives have a fitted effect of over 60% in size
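TGR 20 nM + NADPH 100 uM (dispensed conc.), cpd preinc 15 min RT; start with NADPH (500 uM addition) then DTNB (15 mM addition). Kinetic TNB absorbance, 405 nm filter. Four-parameter Hill fit across titration.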
HCMV antiviral: inhibitors of human cytomegalovirus; 410,000 tested, 4.5% active; AID 1259415; activity change, negative = inhibition, % at 57.5 µM; HFF cells, HCMV-luciferase reporter, 72 h; stronger effect = lower value; in the data active = activity change below about -60%; inconclusive = no clear call, values can overlap the other calls; inactive = above about -39%
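Two compound doses tested in HFFs infected with HCMV-luciferase, MOI 1 PFU/cell, 72 h at 37C. Lysate luminescence read with OneGlo; data normalized against buffer-only and 10uM Salinomycin inhibitor controls.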
FBPA Giardia inh: inhibitors of Giardia lamblia fructose-1,6-bisphosphate aldolase; Potency, µM (top dose mostly 59.6 µM), without a hit: at the highest dose activity, negative = inhibition, hits mostly inhibitors; A8B2U2; AID 2451; purified Giardia FBPA; 290,000 tested, 0.71% active; note: potency is the fitted concentration of half-maximal effect; nearly all actives have a fitted effect of over 55% in size
Target sequence (A8B2U2 whole entry, looked up): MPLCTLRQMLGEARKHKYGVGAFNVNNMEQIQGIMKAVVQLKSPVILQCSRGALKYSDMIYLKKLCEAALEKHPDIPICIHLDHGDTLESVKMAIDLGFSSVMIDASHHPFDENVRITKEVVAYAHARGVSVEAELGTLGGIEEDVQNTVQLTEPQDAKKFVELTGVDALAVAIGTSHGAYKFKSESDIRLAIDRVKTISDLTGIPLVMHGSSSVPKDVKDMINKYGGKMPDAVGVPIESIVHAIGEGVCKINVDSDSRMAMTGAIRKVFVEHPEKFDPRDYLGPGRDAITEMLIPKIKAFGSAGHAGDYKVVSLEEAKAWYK
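Giardia FBPA (40 nM reagent) was preincubated 10 min at RT with compound (up to 57.5 uM final), then substrate plus GAPDH/TPI/NAD/arsenate coupling system with diaphorase/resazurin was added; resorufin fluorescence (525/598 nm) was read after 20 min.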
* marks the source's active call; other numbers are inactive results; ? = inconclusive; . = not tested or not shown; & = joins results of further samples; [ ] = another dose, or the depositor's remark. Unless noted, calls come from the whole dose curve; as a rule, active = well fitted curve in the direction sought with a large enough effect; inconclusive = small, poorly fitted or top-dose-only effect, or another doubt; inactive = no such curve, though single readings can be large; an effect the other way counts as inactive or inconclusive. Unless noted, % is set by controls: 0 for no effect and ±100 for the full control effect. Rows are unselected; about 9.3% have a hit in one of these screens.

The line under a structure holds: AmpC detergent	HCV inh	AMA1-RON2 inh	Sm TGR inh	HCMV antiviral	FBPA Giardia inh
- Cc1cccc(C(=O)OCC(=O)Nc2ccc(N3CCCCC3)cc2)c1O
→ -11%	13%	-19%	2%	9	-1%
- Cc1ccc2c(c1)cc1c(=O)n(Cc3cccc(Cl)c3)nc(C)n12
→ 16%	.	.	-12%	-8	.
- COc1ccc(CCN(C(=O)C(F)(F)F)C(C(=O)NC2CCCCC2)c2cccs2)cc1 (stereo not given)
→ ?	?	0%	-8%	?	0%
- O=C(NCN1CCN(c2ccccc2F)CC1)c1cccnc1
→ -13%	-4%	-7%	-2%	6	2%
- Cc1ccc(OC2=NS(=O)(=O)c3ccccc32)cc1
→ -5%	6%	-7%	-16%	-21	3%
- CCc1ccccc1N(C)C(=O)Cn1cnc2sc(C)c(S(=O)(=O)N3CCN(c4ncccn4)CC3)c2c1=O
→ 17%	.	.	-3%	17	.
- COc1ccc(C(C)=O)cc1CN1CCCCC1
→ -6%	5%	10%	-4%	-8	-16%
- Cc1c(Cl)cccc1N(CC(=O)NC1CCCCC1)S(C)(=O)=O
→ -11%	12%	-9%	0%	32	1%
- O=C(c1ccc([N+](=O)[O-])cc1)N1CCSC1c1ccc(Cl)cc1 (stereo not given)
→ -9%	?	-2%	-5%	10	1%
- Cc1ccc(Nc2nc(NCC3CCCO3)nc(N)c2[N+](=O)[O-])cc1 (stereo not given)
→ -3%	?	-14%	4%	-27	0%
- COc1ccccc1CNS(=O)(=O)c1c(C)noc1C
→ 1%	3%	4%	2%	-14	-1%
- CN1/C(=C/C2CC(=O)NC2=O)C(C)(C)c2ccccc21 (stereo not given)
→ 2%	1%	1%	45µM*	30	-26%
- O=C(Nc1ccc2c(c1)OCO2)c1cc(-c2cccnc2)nc2ccccc12
→ 5%	?	44%[activator]	42%[activator]	-33	-23%
- CC(C)c1nc2sc3c(=S)nc[nH]c3c2c2c1CCC2
→ -4%	0%	77%[activator]	-1%	?	15%
- COc1cccc(CNC(=O)Cn2c(=O)c3cccn3c3ccc(F)cc32)c1OC
→ 15%	.	.	7%	45	.

Next records:
The line under a structure holds: AmpC detergent	HCV inh	AMA1-RON2 inh	Sm TGR inh	HCMV antiviral	FBPA Giardia inh
- c1ccc2c3c([nH]c2c1)C(C1CCCCC1)N(Cc1ncc[nH]1)CC3 (stereo not given)
→ 7%	2%	?	-29%	11	0%
- CCCNC(=O)COc1ccc(S(=O)(=O)Nc2ccc(C)cc2)cc1
→ -2%	18%	-12%	6%	23	5%
- CCC(C(=O)NCc1ccc(OC)cc1)n1nc(C)n2c(cc3occc32)c1=O (stereo not given)
→ 0%	-26%	-5%	-3%	44	4%
- Cn1c(=O)n(Cc2ccc(Br)cc2)c2ccccc21
→ 5%	?	-10%	21%	-29	11%
- CCCS(=O)(=O)N1CCC(C(=O)NCCCN(CC)c2cccc(C)c2)CC1
→ -8%	-12%	0%	0%	-8	0%
- O=C1CSC(c2cccc([N+](=O)[O-])c2)N1CCc1ccccc1 (stereo not given)
→ -5%	18%	7%	-2%	?	3%
- CCN(CC)CCn1c2c(c(SCC(=O)Nc3cccc(C(F)(F)F)c3)nc1=O)CCC2
→ -10%	.	.	0%	85	.
- Cc1ccc(NC(=O)c2ccc(C)c(NC3=NC4CS(=O)(=O)CC4S3)c2)cc1C (stereo not given)
→ -13%	-12%	32%[activator]	-26%	5	-10%
- CC(C)(C)NC(=O)CC(c1ccccc1)c1ccccc1O (stereo not given)
→ 2%	-5%	-6%	-4%	-29	6%
- O=C(O)CN1C(=O)/C(=C\c2cc(Br)ccc2OCc2ccc(Cl)cc2)SC1=S
→ -12%	3%	-8%	-28%	-29	-1%
- NC1=NS(=O)(=O)NC1c1cccc(F)c1 (stereo not given)
→ 1%	-6%	-7%	7%	-32	1%
- O=C(c1ccc(N2CCN(C(=O)c3cccc(F)c3)CC2)cc1)c1cccc(F)c1
→ 5%	?	21%	-36%	-27	.
- O=C(NCCCn1ccnc1)c1ccc(Cl)c(S(=O)(=O)N2CCOCC2)c1
→ -11%	12%	-5%	0%	-24	2%
- Cc1ccc2[nH]c(CCN(C)C)c(CN3CCOCC3)c2c1
→ 2%	?	2%	-32%	-20	.
- O=C(c1cc(COc2ccc(F)cc2Cl)on1)N1CCCCCCC1
→ ?	-3%	-3%	-4%	0	8%

(further entries)
The line under a structure holds: AmpC detergent	HCV inh	AMA1-RON2 inh	Sm TGR inh	HCMV antiviral	FBPA Giardia inh
- Cc1ccccc1OCC(O)CN(Cc1ccccc1O)C1CCCCC1 (stereo not given)
→ 3%	-9%	-5%	2%	?	3%
- CC(C)c1ccc(-c2noc(C3CCCN(C(=O)c4ccc(F)cc4F)C3)n2)cc1 (stereo not given)
→ ?	11µM*	8%	-2%	-8	0%
- Cc1cc(=O)oc2cc(OC(C)C)ccc12
→ -11%	-16%	-11%	-7%[11.4 µM]	2	0%
- Fc1ccccc1N1CCN(c2nccn3nc(-c4ccc(Br)cc4)cc23)CC1
→ 17%	.	.	4%	27	.
- COc1cc(/C=C(\C#N)C(=O)c2ccc(O)c(O)c2)cc(I)c1O
→ ?	4%	?	?	11	?
- Cc1cccc(NC(=O)CN(C)S(=O)(=O)c2ccc(Cl)cc2)n1
→ ?	1%	24%	0%	-20	-1%
- Cc1ccc(C23OCCN2CCn2nc4ccccc4c23)cc1 (stereo not given)
→ 3%	-6%	5%	?	6	.
- O=C(CN1CCOCC1)Nc1ccc(NC(=O)CN2CCOCC2)c(Cl)c1
→ ?	3%	-5%	-8%	-2	-6%
- CCOc1ccc(NCc2cccn2-c2nnc(N3CCC(C(=O)NCc4ccc(C)cc4)CC3)s2)cc1
→ -2%	.	.	-1%	-76*	.
- COc1ccc(NC(=O)CN(C)C(=O)c2ccccc2SCC(=O)N2CCCC2)cc1
→ 7%	20%	81%[activator]	4%	-9	.
- COc1cc(OC)cc(C(=O)NNC(=O)c2nn(C)c(=O)c3ccccc23)c1
→ .	-7%	13%	.	36	.
- Clc1ccc2c(c1)C1CC2CCN1Cc1ccccc1 (stereo not given)
→ .	?	0%	.	-10	.
- CCOc1ccc(CC(=O)NCCc2sc3nc(-c4ccc(F)cc4)nn3c2C)cc1
→ 0%	.	.	3%	38	.
- CCN1CCCC1CNS(=O)(=O)c1ccc(Cl)c(C(F)(F)F)c1 (stereo not given)
→ -5%	?	5%	5%	-34	1%
- Cc1cc(C(=O)OCC(=O)NC2(C#N)CCCCC2)c(C)o1
→ -1%	21%	-6%	-23%	-7	.

Structures above with two or more sulfur atoms:
The line under a structure holds: AmpC detergent	HCV inh	AMA1-RON2 inh	Sm TGR inh	HCMV antiviral	FBPA Giardia inh
- CCc1ccccc1N(C)C(=O)Cn1cnc2sc(C)c(S(=O)(=O)N3CCN(c4ncccn4)CC3)c2c1=O
→ 17%	.	.	-3%	17	.
- CC(C)c1nc2sc3c(=S)nc[nH]c3c2c2c1CCC2
→ -4%	0%	77%[activator]	-1%	?	15%
- Cc1ccc(NC(=O)c2ccc(C)c(NC3=NC4CS(=O)(=O)CC4S3)c2)cc1C (stereo not given)
→ -13%	-12%	32%[activator]	-26%	5	-10%
- O=C(O)CN1C(=O)/C(=C\c2cc(Br)ccc2OCc2ccc(Cl)cc2)SC1=S
→ -12%	3%	-8%	-28%	-29	-1%

Carrying on.
The line under a structure holds: AmpC detergent	HCV inh	AMA1-RON2 inh	Sm TGR inh	HCMV antiviral	FBPA Giardia inh
- N#Cc1ccc(Oc2nc(C#N)cc(-c3ccccc3)n2)cc1
→ -9%	-12%	25%	2%	?	0%
- Cc1cc(C)cc(OCC(=O)OC/C(O)=C(\C#N)c2nc3ccccc3[nH]2)c1
→ ?	0%	32%[activator]	-4%	-81*	-24%
- CC1CC(C)(C)CC2(C1)NC(=O)N(CC(=O)NCCc1c[nH]c3ccccc13)C2=O (stereo not given)
→ ?	12%	13%	0%	1	5%
- NC(N)=Nc1nc(-c2ccccc2)c2ccccc2n1
→ -1%	-26%	-1%	3%	-95*	-2%
- COc1ccc(NC(=O)c2nc(S(=O)(=O)Cc3ccc(C)cc3)ncc2Cl)cc1
→ 1%	.	.	?	-97*	.
- Cc1ccc(C)c(-c2cc(C(=O)NC3CC3)c3ccccc3n2)c1
→ -10%	-2%	16%	?	3	.
- CC(=O)NS(=O)(=O)c1ccc(NC(=O)c2ccc(Br)o2)cc1
→ -10%	6%	0%	3%	-20	2%
- CC1CCCCC12NC(=O)N(CC(=O)OCc1ccccc1Cl)C2=O (stereo not given)
→ 0%	-8%	-8%	-2%	-7	.
- Cc1ccc(/C=C/S(=O)(=O)NCC(=O)OCC(=O)Nc2ccc(C(=O)N(C)C)cc2)cc1
→ -1%	2%	-10%	-9%	25	.
- Cc1ccc2nc(SCC(=O)NCc3cccs3)[nH]c2c1
→ -5%	-2%	-12%	0%	-16	-16%
- Cc1ccc(NC(=O)c2cc(S(=O)(=O)NCCC3=CCCCC3)ccc2F)cc1F
→ -4%&4%	4.5µM*	11%	6%&-23%	-71*	-2%
- CCOC(=O)C1=C(C)c2ccccc2N(S(=O)(=O)C(F)(F)F)C1C(=O)OCC (stereo not given)
→ .	-3%[8.37 µM]	8%	.	-8	-6%
- O=C(NCC(c1ccco1)N1CCCC1)c1cccc(NS(=O)(=O)c2ccc(Br)cc2)c1 (stereo not given)
→ -12%	-11%	42%[activator]	-8%	-21	.

Single records, as listed above:
Shown for N#Cc1ccc(Oc2nc(C#N)cc(-c3ccccc3)n2)cc1 : AmpC detergent = -9%; HCV inh = -12%; AMA1-RON2 inh = 25%; Sm TGR inh = 2%; HCMV antiviral = ?; FBPA Giardia inh = 0%
Shown for Cc1ccc(C23OCCN2CCn2nc4ccccc4c23)cc1 (stereo not given) : AmpC detergent = 3%; HCV inh = -6%; AMA1-RON2 inh = 5%; Sm TGR inh = ?; HCMV antiviral = 6; FBPA Giardia inh = .
